# Bioassay records from PubChem BioAssay.
# DT40 TDP1 no CPT: qHTS for Inhibitors of human tyrosyl-DNA phosphodiesterase 1 (TDP1): qHTS in cells in absence of CPT; DT40 Tdp1-/- hTDP1 cells, no CPT, ATP luminescence, 48 h; Potency, µM (titrated, usually from 46.2 µM), inactives show at the top dose activity change, negative = growth inhibition, usual class: inhibitors; 420,000 tested, 15% active; AID 686978, 2013; further: nearly all actives have a fitted effect of over 55% in size
#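 Luminescent ATP content (CellTiter-Glo) served as the growth readout. Knockout chicken DT40 cells expressing human TDP1 were exposed to compounds without camptothecin for a minimum 48 hr at 37 °C.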
# TDP1 block: TDP1 (human) enzyme inhibition | Potency, µM (titrated, usually from 130 µM), inactives show at the highest dose activity change, negative = inhibition, most hits filed as inhibitors | 350,000 tested, 0.28% active | AID 485290 | recombinant TDP1, AlphaScreen DNA substrate cleavage; further: nearly all actives have a fitted effect of over 40% in size
# Target sequence (Q9NUW8 whole entry, looked up): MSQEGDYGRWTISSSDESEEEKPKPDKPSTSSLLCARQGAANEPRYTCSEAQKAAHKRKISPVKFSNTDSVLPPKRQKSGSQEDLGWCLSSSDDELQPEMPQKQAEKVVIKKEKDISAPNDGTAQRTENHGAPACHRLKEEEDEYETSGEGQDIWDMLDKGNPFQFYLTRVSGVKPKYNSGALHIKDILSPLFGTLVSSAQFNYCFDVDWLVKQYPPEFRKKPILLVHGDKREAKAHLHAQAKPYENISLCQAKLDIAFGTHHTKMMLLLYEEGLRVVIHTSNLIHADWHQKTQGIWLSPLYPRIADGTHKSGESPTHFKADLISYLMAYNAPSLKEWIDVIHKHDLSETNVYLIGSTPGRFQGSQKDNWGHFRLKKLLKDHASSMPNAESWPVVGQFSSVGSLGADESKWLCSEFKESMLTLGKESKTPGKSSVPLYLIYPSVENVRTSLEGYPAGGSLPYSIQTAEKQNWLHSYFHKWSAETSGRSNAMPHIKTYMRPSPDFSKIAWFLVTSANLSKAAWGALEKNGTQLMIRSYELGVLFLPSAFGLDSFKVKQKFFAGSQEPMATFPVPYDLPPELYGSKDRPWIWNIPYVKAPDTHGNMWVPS
#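 Recombinant E. coli-expressed Tdp1 (1 nM) preincubated with compound 15 min at RT, then 5'-biotin/3'-phosphotyrosine-FITC DNA substrate (15 nM) added for 5 min. AlphaScreen beads (10 ug/ml) added, 10 min RT; tyrosine-FITC cleavage read as signal loss.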
# N370S GC: inhibitors or activators of N370S glucocerebrosidase for Gaucher disease | P04062 | N370S GC spleen homogenate, 4MU-glucoside fluorescence | Potency, µM (series often up to 59.4 µM), inactives show top-dose activity change, negative = inhibition, hits mostly inhibitors | 330,000 tested, 0.092% active;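 further: 0% = full enzyme activity and -100% = no enzyme basal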
# * marks the source's active call; other numbers are inactive results; ? = inconclusive; . = not tested or not shown; & = joins results of further samples; [ ] = dose if it differs, or a comment. The call rests on the fitted dose curve; in most records, active means well fitted curve in the direction sought with a large enough effect; inconclusive means small, poorly fitted or top-dose-only effect, or another doubt; inactive means no such curve, though single readings can be large; an effect the other way counts as inactive or inconclusive. Unless noted, on the % scale 0 is the no-effect control and ±100 the full control effect; potency means the concentration at half of the fitted maximal effect. Only part of the results is shown, so the mix of outcomes need not match the whole.
nr | SMILES | DT40 TDP1 no CPT | TDP1 block | N370S GC
1 | COC(=O)c1cc2c(-c3ccccc3)cc3ccccn3c-2c1C(=O)OC | ? | 10% | 17%
2 | COc1ccc(CNC(=O)c2cccc3c2C(=O)N(Cc2cccnc2)C3)cc1 | ? | 8% | 13%
3 | O=C(Nc1cccc([N+](=O)[O-])c1)N1CCN(c2ccccc2)CC1 | ? | 7% | 22%
4 | Cc1cc2oc(=O)cc(CN3CCCCC3)c2cc1C(C)C | ? | -3% | 2%
5 | Cc1cc(C)c(NC(=O)C2CCN(C(=O)N3CCOc4ccccc43)CC2)c(C)c1 | ? | 1% | .
6 | CC(=O)c1sc(NC(=O)COc2ccc(C(C)C)c(C)c2)nc1C | ? | -5% | -1%
7 | C/C(=N\NC(=O)c1cccs1)c1c(O)cc(C)oc1=O | 1% | 0% | ?
8 | O=C(c1ccc(S(=O)(=O)Nc2ccccc2F)cc1)N1CCCCCC1 | -4% | -4%[0.505 µM] | -1%
9 | COc1cccc(CNC(=O)C2CCN(S(=O)(=O)c3ccc4c(c3)CC(C)N4C(=O)C3CC3)CC2)c1 (stereo not given) | ? | 4% | -21%
10 | CCOC(=O)Cn1c(=O)oc2cc(S(=O)(=O)NCC3CCCO3)ccc21 (stereo not given) | -6% | -1% | 4%
11 | N#Cc1ccc(CSc2nnc(-c3ccccc3)n2Cc2ccco2)cc1 | 29µM* | 5% | 5%
12 | O=C(COc1ccccc1)Nc1nnc(S(=O)(=O)N2CCCCC2)s1 | -14% | 2% | 2%
13 | Cc1nc2ccc(S(=O)(=O)NC(C(=O)N3CCC(C)CC3)C(C)C)cc2s1 (stereo not given) | -26% | -1% | -13%
14 | O=C(c1ccccc1)C1CCN(C(=O)c2cccs2)CC1 | 2% | 10% | 15%
15 | CCOc1cc(CN2CCCCC2)ccc1OC | -1% | 4% | -1%
16 | Cc1cc(C)c(S(=O)(=O)Nc2c(C)[nH]c(=O)[nH]c2=O)c(C)c1 | 23µM* | 6% | -1%
17 | COc1ccc(NC(=O)CN(C)S(=O)(=O)c2ccc(Br)s2)cc1OC | -24% | 1% | -2%
18 | COc1ccc(CCNC(=O)Cn2c(=O)n(-c3ccc(C)c(C)c3)c(=O)c3c(C)c(C)sc32)cc1OC | -25% | -3% | .
19 | Cc1cc(NS(=O)(=O)c2ccc(NC(=S)NC(=O)c3ccc(Cl)cc3Cl)cc2)no1 | -22% | 3% | -1%
20 | Cc1ccc(Oc2nc3ccccn3c(=O)c2/C=C(\C#N)c2nc3ccccc3s2)c(C)c1 | 4.1µM* | -2% | .
21 | COc1ccc(NC(=O)C2=C(C)NC(=O)NC2c2ccccc2[N+](=O)[O-])cc1 (stereo not given) | -14% | 8% | 3%
22 | Cc1ccc(S(=O)(=O)N2CCC[C@H]2C(=O)OCC(=O)c2ccc3c(c2)NC(=O)CO3)cc1 | 7% | 2% | -2%
23 | COC(=O)c1scc(-c2ccc(C)cc2)c1S(=O)(=O)Nc1ccc(N(C)C)cc1 | 15µM* | 12% | .
24 | C=CCn1c(SCC(=O)c2c(N)n(C3CC3)c(=O)[nH]c2=O)nnc1-c1ccccc1OC | 8% | 1% | -4%
25 | Cc1ccc(-c2cc(C(=O)Nc3cccnc3)c3ccccc3n2)s1 | ? | 0% | ?
26 | CC(C)(C)c1ccc(CSc2ccc(S(=O)(=O)N3CCOCC3)cn2)cc1 | ? | -2% | .
27 | C/C(=N\NC(=O)c1ccccc1N)c1ccc(NC(=O)Cc2ccccc2)cc1 | -15% | 2% | -16%
28 | O=C(NCc1cccc(F)c1)c1ccc(NC(=O)c2nsc3ccccc23)cc1 | ? | 0% | .
29 | COc1ccc(NC(=O)CSc2nc3cc(OC)c(OC)cc3c3nc(-c4ccccc4)nn23)cc1Cl | -6% | 0% | .
30 | COc1ccc(C)cc1S(=O)(=O)Nc1ccc2c(c1)N(C(C)=O)CCC2 | 16µM* | 0% | -8%

# An excerpt of these results, in transposed form:
16	Cc1cc(C)c(S(=O)(=O)Nc2c(C)[nH]c(=O)[nH]c2=O)c(C)c1
17	COc1ccc(NC(=O)CN(C)S(=O)(=O)c2ccc(Br)s2)cc1OC
18	COc1ccc(CCNC(=O)Cn2c(=O)n(-c3ccc(C)c(C)c3)c(=O)c3c(C)c(C)sc32)cc1OC
Compound	16	17	18
DT40 TDP1 no CPT	23µM*	-24%	-25%
TDP1 block	6%	1%	-3%
N370S GC	-1%	-2%	.

# The list continues:
nr | SMILES | DT40 TDP1 no CPT | TDP1 block | N370S GC
31 | CO/N=C/C(=N\Nc1ccccc1)C(=O)c1ccccc1 | ? | 1% | 15%
32 | CC1CCc2c(sc(NC(=O)c3ccc(Cn4cc([N+](=O)[O-])cn4)o3)c2C#N)C1 (stereo not given) | -11% | 1% | ?
33 | Cc1ccc2c(c1)nnn2C1CCN(S(=O)(=O)c2ccc3ccccc3c2)CC1 | ? | 2% | 18%
34 | CCS(=O)(=O)N1CCN(CC(=O)NC2CCCCC2)CC1 | ? | 3% | -4%
35 | CCOC(=O)Cc1csc(NC(=O)c2c(O)c3ccccc3n(CC(C)C)c2=O)n1 | -2% | 7% | 9%
36 | CCOc1ccccc1NC(=O)C1CCCN1S(=O)(=O)c1ccc2nc(-c3ccccc3)[nH]c2c1 (stereo not given) | 6.5µM* | 5% | .
37 | CC(=O)N1c2ccccc2N2C(c3c(C)c(C)cc(C)c3C)=NON12 | -26% | 6% | 10%
38 | CN1C(=O)c2ccc(NC(=O)c3c(C(=O)O)cccc3[N+](=O)[O-])cc2C1=O | 26% | . | -14%
39 | CCOC(=O)N1CCC(NC(=O)Cn2ncc3c2-c2cc(C)ccc2OC3)CC1 | ? | 0% | -2%
40 | CCCCCCCC/C=C\CCCCCCCC(=O)NCCc1ccc(O)c(O)c1 | 2.9µM* | 12%[56.1 µM] | -19%&-9%&-19%&-3%
41 | CC1=CC2=NC(=O)/C(=C\c3cc(C)n(-c4ccccc4)c3C)C(=N)N2O1 | -23% | 5% | 1%
42 | COC(=O)Cn1c(=NC(=O)c2cc(OC)c(OC)c(OC)c2)sc2cc(OC)ccc21 | -24% | -1% | 0%
43 | CCOC(=O)Cn1c(Br)nc2c1c(=O)[nH]c(=O)n2C | -4% | 0% | 18%
44 | CCOC(=O)C1CCN(C(=O)Cn2cnc3sc(C)c(S(=O)(=O)N4CCOCC4)c3c2=O)CC1 | -18% | 7% | -3%
45 | O=C(O)c1cc2ccc3ccccc3c2oc1=O | -28% | 3%[56.1 µM] | 7%
46 | O=C(c1ccc2c(=O)n(-c3ccccc3)c(=S)[nH]c2c1)N1CCN(c2ccccc2)CC1 | 12µM* | 0%[56.1 µM] | .
47 | Oc1ccc(Br)cc1/C=N/n1cnc2ccccc21 | -30% | 4% | 4%
48 | CCOc1cc(/C=N\NC(=O)Cc2ccccc2)ccc1OCC(=O)Nc1ccc(C)c(C)c1 | 21µM* | -3% | 2%
49 | c1ccc2c(Nc3nnc(-c4ccncc4)s3)cccc2c1 | -29% | 0% | 2%
50 | Cc1nc(-c2ccc(C#N)cc2)cs1 | -17% | 3% | -1%
51 | Cc1ccc(-c2nc(C#N)c(NCCN3CCCCC3)o2)cc1 | -19% | 2% | -11%
52 | CCN(CC)CCN1C(=O)c2ccccc2NC1c1ccc(N(C)C)cc1 (stereo not given) | -20% | 7% | -2%
53 | COc1ccc(S(=O)(=O)NC2CC(C)(C)NC(C)(C)C2)cc1C(C)C | ? | 1% | 12%
54 | C=CCn1c(N)cc(=O)nc1SC(CC)C(=O)Nc1ccc(C(C)=O)cc1 (stereo not given) | -13% | 1% | -1%
55 | Cc1ccc([N+](=O)[O-])cc1-c1ccc(/C=N/NC(=O)c2cc3c(ccc4ccccc43)o2)o1 | 8.2µM* | 3% | -3%
56 | Cn1c(=O)[nH]c(=O)c2c1nc(Br)n2CCCSc1nc2ccccc2o1 | 26µM* | 5% | 7%
57 | CCCCOc1ccc(/C=C/C(=O)OCC(=O)c2c(N)n(C)c(=O)n(C)c2=O)cc1OCC | -17% | 4% | 10%
58 | O=C(Oc1cc(Cl)cc(Cl)c1)c1cnc2n(c1=O)CCS2 | -14% | 3% | 8%
59 | CC(C)(C)c1ccc(C2(C)NC(=O)N(CC(=O)c3ccc[nH]3)C2=O)cc1 (stereo not given) | -21% | 4% | 6%
60 | C=CCn1c(SCC(=O)Nc2cc(Cl)ccc2C(=O)O)nc2sc(C)c(C)c2c1=O | -6% | 0% | .

# Limited to DT40 TDP1 no CPT (three entries from above):
entry | SMILES | DT40 TDP1 no CPT
54 | C=CCn1c(N)cc(=O)nc1SC(CC)C(=O)Nc1ccc(C(C)=O)cc1 (stereo not given) | -13%
55 | Cc1ccc([N+](=O)[O-])cc1-c1ccc(/C=N/NC(=O)c2cc3c(ccc4ccccc43)o2)o1 | 8.2µM*
56 | Cn1c(=O)[nH]c(=O)c2c1nc(Br)n2CCCSc1nc2ccccc2o1 | 26µM*

# Single entries from the results shown:
# In TDP1 block, `C=CCn1c(N)cc(=O)nc1SC(CC)C(=O)Nc1ccc(C(C)=O)cc1` (stereo not given) has 1%
# In DT40 TDP1 no CPT, `Oc1ccc(Br)cc1/C=N/n1cnc2ccccc21` has -30%
# In N370S GC, `COc1ccc(S(=O)(=O)NC2CC(C)(C)NC(C)(C)C2)cc1C(C)C` has 12%
# In N370S GC, `CC(=O)N1c2ccccc2N2C(c3c(C)c(C)cc(C)c3C)=NON12` has 10%
# In TDP1 block, `O=C(O)c1cc2ccc3ccccc3c2oc1=O` has 3%[56.1 µM]

# Next part:
nr | SMILES | DT40 TDP1 no CPT | TDP1 block | N370S GC
61 | CNC(=O)CCc1nc(-c2ccc(C(C)(C)C)cc2)no1 | 13µM* | 1% | 0%
62 | CCCN1C(=O)c2ccc(C(=O)NC3CCCCC3)cc2C1=O | -14% | 0% | -13%
63 | Cc1noc(C)c1COc1cccc(C(=O)OC(C)C(=O)Nc2ccc3c(c2)OCO3)c1 (stereo not given) | 0.82µM* | 0% | -23%
64 | COC(=O)Cn1c(N)[n+](Cc2ccccc2)c2ccccc21 | 0% | 0% | -5%
65 | CCN(C(=O)CSc1nc2n[nH]c(C)c2c(=N)n1-c1cccc(OC)c1)c1cccc(C)c1 | ? | 8% | .
66 | COC(=O)Nc1nnc(COc2ccccc2)s1 | -15% | . | 0%
67 | COCC(C)n1c(COc2ccccc2F)nnc1SCC(=O)Nc1oc(C)c2c(C)n[nH]c(=O)c12 (stereo not given) | -11% | -8%[0.505 µM] | -6%
68 | CC1CCCCC1NC(=O)c1ccc(-n2cncn2)c([N+](=O)[O-])c1 (stereo not given) | -16% | -6% | -1%
69 | CCN(CC)CCCN(Cc1cc2cc3c(cc2[nH]c1=O)OCO3)C(=S)NCc1ccco1 | -19% | -1% | 0%
70 | Clc1ccc(-c2nn3cnnc3s2)c(Cl)c1 | -23% | 7% | 2%
71 | O=C(Nc1nc2ccccc2s1)C1CC(=O)N(c2ccc(Br)cc2)C1 (stereo not given) | -20% | 3% | -18%
72 | O=C(COC(=O)c1ccc([N+](=O)[O-])s1)NCc1ccc(F)cc1 | -16% | 3% | 8%
73 | O=C(NNC(=S)NCc1ccccc1)c1cccc([N+](=O)[O-])c1 | -20% | 6% | -17%
74 | COc1ccc(OC)c(NC(=O)C2CCCNC2=O)c1 (stereo not given) | -10% | 4% | 4%
75 | Cc1cc(C=NCCCO)c(C)n1-c1cc(Cl)ccc1Cl | -21% | 5% | -3%
76 | CC(CCc1ccccc1)NC(=O)COC(=O)c1ccc(NC(N)=O)cc1 (stereo not given) | 0% | . | -6%

# In another format: two of the compounds above.
[72] O=C(COC(=O)c1ccc([N+](=O)[O-])s1)NCc1ccc(F)cc1
[63] Cc1noc(C)c1COc1cccc(C(=O)OC(C)C(=O)Nc2ccc3c(c2)OCO3)c1 (stereo not given)
screen / no. | 72 | 63
DT40 TDP1 no CPT | -16% | 0.82µM*
TDP1 block | 3% | 0%
N370S GC | 8% | -23%
